High-throughput results from PubChem BioAssay.
EPAC2 antagonist = antagonists of human EPAC2; Q8WZA2; Potency, µM (top dose mostly 114 µM), inactives show top-dose activity, negative = inhibition, actives largely listed as inhibitors; 360,000 tested, 0.18% active; EPAC2 GEF exchange of Rap1B-BODIPY-GDP, fluorescence; further: on the % scale 0 is the no-effect control and ±100 the full control effect; nearly all actives have a fitted effect of over 45% in size; many of its hits are not listed in these tables
Target sequence (Q8WZA2 whole entry, looked up): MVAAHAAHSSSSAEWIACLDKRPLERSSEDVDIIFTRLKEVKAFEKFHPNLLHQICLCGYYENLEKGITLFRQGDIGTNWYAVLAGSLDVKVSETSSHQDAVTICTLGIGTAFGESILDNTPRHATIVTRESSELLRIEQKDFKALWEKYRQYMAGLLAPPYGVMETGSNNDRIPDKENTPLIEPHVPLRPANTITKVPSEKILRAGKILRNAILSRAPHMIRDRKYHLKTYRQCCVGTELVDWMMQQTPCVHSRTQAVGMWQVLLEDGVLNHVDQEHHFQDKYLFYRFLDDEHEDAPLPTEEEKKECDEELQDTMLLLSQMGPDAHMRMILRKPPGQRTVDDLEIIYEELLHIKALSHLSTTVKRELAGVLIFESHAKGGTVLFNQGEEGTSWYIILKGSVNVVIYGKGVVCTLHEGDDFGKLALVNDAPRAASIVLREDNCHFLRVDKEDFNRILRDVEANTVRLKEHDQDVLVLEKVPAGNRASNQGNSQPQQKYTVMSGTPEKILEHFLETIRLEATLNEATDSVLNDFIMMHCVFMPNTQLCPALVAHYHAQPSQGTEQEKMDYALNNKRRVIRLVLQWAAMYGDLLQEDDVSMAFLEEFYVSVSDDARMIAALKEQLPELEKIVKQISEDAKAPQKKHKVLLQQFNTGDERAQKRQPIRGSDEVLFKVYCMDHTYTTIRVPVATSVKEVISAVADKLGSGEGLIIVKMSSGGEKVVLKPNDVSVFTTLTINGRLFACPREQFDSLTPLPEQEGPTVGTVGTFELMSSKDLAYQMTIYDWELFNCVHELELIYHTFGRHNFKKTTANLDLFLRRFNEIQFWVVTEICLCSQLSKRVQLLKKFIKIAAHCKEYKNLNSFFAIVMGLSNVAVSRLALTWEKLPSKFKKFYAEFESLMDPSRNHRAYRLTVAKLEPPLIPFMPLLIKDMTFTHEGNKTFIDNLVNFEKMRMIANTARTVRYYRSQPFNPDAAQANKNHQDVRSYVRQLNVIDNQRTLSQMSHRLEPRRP
HepG2 viability = kills HepG2 cells in TGF-b inhibitor counter-screen | AID 588856 | 410,000 tested, 0.76% active | Potency, µM (doses to about 46.1 µM), for the others: top-dose activity change, negative = cytotoxicity, usual class: cytotoxic | HepG2 CAGA-GFP viability, ATP luminescence, 18 h; further: some results filed as inactive show a strong effect at the top dose
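CellTiter-Glo luminescence gave cytotoxicity after 18 hours at 37 degrees C. The cells were HepG2 CAGA-GFP in 1% FBS DMEM, stimulated with 500 pg/mL TGF-beta after compound addition. %Activity was normalised to no-cell wells (complete cell-killing) and DMSO (no toxicity), and curves were fitted and classified.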
ATXN2 expr inh = reduces ATXN2 reporter expression in HEK-293 cells; HEK-293 ATXN2-luciferase reporter, luminescence, 24 h; AID 1745845; Potency, µM (highest dose often 57 µM), for inactives: at the top dose activity change, negative = inhibition, actives largely listed as inhibitors; 360,000 tested, 0.72% active; further: on the % scale 0 is the no-effect control and ±100 the full control effect; nearly all actives have a fitted effect of over 55% in size
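qHTS (up to 57 uM final) was run with 24 h compound exposure of reporter cells at 37 °C. Each well was multiplexed: SteadyGlo luminescence measured ATXN2-luciferase expression after a fluorogenic Gly-Phe-AFC viability readout (25 uM final).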
MCF10A rerep = induces DNA re-replication in MCF 10a normal breast cells. 350,000 tested, 2.9% active. MCF 10A DNA re-replication, Hoechst nuclear intensity, 48 h. Potency, µM (highest dose often 46.1 µM), for the others: top-dose activity, positive = re-replication, most hits filed as activators; further: % of control where 0% means no effect; nearly all actives have a fitted effect of over 50% in size
TGFb inhibitor = inhibitors of TGF-b signaling | Potency, µM (highest dose often 46.1 µM), for the others: top-dose activity, negative = inhibition, actives largely listed as inhibitors | HepG2 CAGA-GFP TGF-b/SMAD3 reporter, GFP fluorescence, 18 h; TGF-beta stimulated, 500 pg/mL final | AID 588855 | 410,000 tested, 1.2% active; further: on the % scale 0 is the no-effect control and ±100 the full control effect; nearly all actives have a fitted effect of over 65% in size
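HEPG2 CAGA-GFP, 1000 cells/well; 2 h settle, 37 C; cpd via pin tool; TGF-b 500 pg/mL final; 18 h, 37 C; GFP imaging ex488/em500-530; %Activity normalised to -TGF-b and +DMSO controls; CRC fit, curve class.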
Nrf2 block = Nrf2 pathway inhibition; A549 ARE-Fluc reporter, luciferase luminescence, 18-24 h; Potency, µM (top dose mostly 46 µM), without a hit: at the top dose activity change, negative = inhibition, usual class: inhibitors; 360,000 tested, 2.1% active; AID 504444; further: on the % scale 0 is the no-effect control and ±100 the full control effect; nearly all actives have a fitted effect of over 60% in size
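A549 ARE_Fluc cells (5000/well, 5% FBS OPTI-MEM) pre-incubated 2 h, then treated with compounds 18-24 h at 37C/5% CO2 in concentration-response. CellTiter-Fluor viability read first; BugLite luciferase luminescence after 15 min at room temperature gives Nrf2 activity.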
Nrf2 activator = activators of Nrf2 (ARE) signaling | AREc32 ARE-luciferase reporter (MCF7-derived line), luminescence, 24 h | Potency, µM (highest dose often 46.1 µM), for inactives: at the top dose activation, actives largely listed as activators | 410,000 tested, 0.31% active | AID 624171; further: % of control where 0% means no effect; nearly all actives have a fitted effect of over 65% in size
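Each well held 1000 AREc32 cells, which were incubated with compound for 24 hr at 37 deg C after overnight attachment, and ARE reporter activity was quantified by firefly luciferase luminescence.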
A549 tox = A549 cytotoxicity, counter-screen for Nrf2 inhibitors; Potency, µM (top dose mostly 46 µM), for the others: at the highest dose activity change, negative = cytotoxicity, hits mostly inhibitors; 390,000 tested, 0.16% active; A549 ARE-Fluc cells, CellTiter-Fluor viability, 18-24 h; further: on the % scale 0 is the no-effect control and ±100 the full control effect
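Cytotoxicity counterscreen: CellTiter-Fluor fluorescence was measured in A549 ARE_Fluc cells after 18-24 h of compound exposure in a concentration series. The subsequent BugLite luminescent read reports ARE-luciferase activity.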
S2 tox = reduces viability in counter-screen for ATXN expression inhibitors; Potency, µM (series often up to 56.7 µM), hits mostly cytotoxic; S2 cells (HEK-293 line with an ATXN2-luciferase reporter) viability, CellTiter-Fluor protease fluorescence, 24 h; 400,000 tested, 0.49% active; further: nearly all actives have a fitted effect of over 40% in size
* hit, by the source's call; i = inactive; ? = inconclusive; . = no result given; & = joins results of further samples; ! = repeats disagree; [ ] = dose if it differs, or a comment. The call rests on the fitted dose curve; in most records, active means well fitted curve in the direction sought with a large enough effect; inconclusive means small, poorly fitted or top-dose-only effect, or another doubt; inactive means no such curve, though single readings can be large; an effect the other way counts as inactive or inconclusive. Potency means the concentration at half of the fitted maximal effect.

Values run as follows: Nrf2 activator | A549 tox | TGFb inhibitor | ATXN2 expr inh | S2 tox | HepG2 viability | MCF10A rerep | EPAC2 antagonist | Nrf2 block
> CCN(C(=O)CN1C(=O)CN(C)C1=O)c1cccc2ccccc12
  -0.7% | -7% | -1% | 2% | i | -12% | -2% | 1% | -7%
> Cc1ccc(C2(C)NC(=O)N(CC(=O)c3ccc(Cl)s3)C2=O)cc1 (configuration not stated)
  0.5% | -7% | -3% | -1% | i | 2% | 0% | 1% | 3%
> CCOc1ccc(S(=O)(=O)NCCC(=O)N2CCN(Cc3ccccc3)CC2)cc1
  2.5% | 0% | -3% | -2% | i | 0% | 10% | 4% | -6%
> COc1ccccc1NC(=O)CC1C(=O)Nc2c1c(=O)n(C)c(=O)n2C (configuration not stated)
  -0.4% | -4% | -1% | -12% | i | -3% | -8% | ? | -1%
> COc1ccc(CCNC(=O)c2ccc(CS(=O)(=O)c3ccc(Br)cc3)o2)cc1OC
  0.7% | -17% | ? | ? | i | -20% | 1% | -2% | 4.1µM*
> CCOC(=O)c1ccccc1NC(=O)c1cc2ccccc2o1
  4.5% | 4% | 4% | . | i | -2% | 2% | -2% | 21%
> Cc1nnc(C)n1/N=C/c1ccc(C(C)C)cc1
  0.3% | -6% | 22% | 3% | i | -5% | ? | 5% | 12%
> Cc1ccc(NC2=CC(=O)CCC2)cc1C
  -0.3% | -2% | -19% | 2% | i | 1% | 371%[0.0737 µM] | 1% | 8%
> Cc1oc2ccc(OC(C(=O)O)c3ccccc3)cc2c1C(=O)O (configuration not stated)
  -0.2% | 5% | -7% | -7% | i | -22% | -2% | 9% | -25%
> Cc1ccc(NC(=O)CN2C(=O)/C(=C3\SC(=S)N(C4CCS(=O)(=O)C4)C3=O)c3ccccc32)cc1 (configuration not stated)
  -0.1% | -2% | 0% | -4% | i | -1% | 1% | 3% | 6%
> O=C1CCSC2(C(=O)N(Cc3ccc(F)cc3)c3ccccc32)N1c1cccc(F)c1 (configuration not stated)
  9.8% | -2% | 13µM* | . | . | -50% | . | . | 1%
> CCCCOC(=O)CCc1c(C)n[nH]c1C
  0.8% | 2% | 32% | -31% | i | 51% | -28% | 1% | -5%
> O=C(/C=C/c1cccc([N+](=O)[O-])c1)OCC(=O)N1CCOCC1
  15% | 3% | -5% | -8% | i | -9% | 16% | -11% | 0%
> Cc1cccc(N2CCN(C(=O)CCc3nc4ccccc4c(=O)[nH]3)CC2)c1C
  -0.8% | 1% | 8% | -7% | i | 9% | 2% | -8% | 0%
> Cc1ccc(NC(=O)CS(=O)CC(=O)N(c2ccccc2)C(C)C(=O)NC2CCCC2)cc1 (configuration not stated)
  -0.6% | 0% | 1% | -5% | ? | 0% | 3% | 3% | 12%
> COc1ccc(-c2nc(C#N)c(N3CCCCCC3)o2)cc1OC
  6.2% | -4% | -18% | 17% | i | 3% | ? | -1% | ?
> Cc1noc(NS(=O)(=O)c2ccc(N/C=C/C(=O)c3ccc(F)cc3)cc2)c1C
  6.9% | -13% | -18% | . | i | -34% | -3% | -20% | 5%
> N#CC1CCN(C(=O)c2ccc3c(Cl)c4c(nc3c2)CCCC4)CC1
  ? | -2% | ? | . | i | -30% | -2% | -11% | 5%
> CC(C)(C)c1ccc(Cn2c(=N)n(CC(O)c3ccco3)c3ccccc32)cc1 (configuration not stated)
  3.4% | -17% | 16µM* | ? | 21µM* | -80% | ? | 3% | -8%
> C[C@@H]1CN([C@H](C)CO)C(=O)CCCn2cc(nn2)CO[C@H]1CN(C)S(C)(=O)=O
  0.1% | . | -9% | 10% | i | -23% | . | -11% | .
> Cc1c(C(=O)NCCN2CCOCC2)sc2nc(-c3ccc(F)cc3)cn12
  2.8% | 9% | -20% | -5% | i | -23% | 12% | -3% | -20%
> CCc1ccc(Nc2nn(-c3ccc(OC(F)(F)F)cc3)nc2C(C)=O)cc1
  -0.2% | -3% | -8% | . | . | 0% | . | . | 2%
> O=C(NCc1ccccc1)c1noc2c1CCCCC2
  0.2% | -4% | 2% | 52%[activator] | i | -2% | ? | -11% | ?
> COc1ccc(C2N3CC4(C)CN2CC(C)(C3)C4O)cc1 (configuration not stated)
  0.1% | 10% | -2% | 3% | i | 0% | -7% | 4% | 6%
> O=C(COc1ccc(OCc2ccccc2)cc1)NC1CCOC1=O (configuration not stated)
  -0.6% | -1% | 16% | 0% | i | -2% | 3% | 1% | 20%
> Cc1cc(C)c(OCC(=O)OCC(=O)NCc2cccs2)c(C)c1
  0.4% | 1% | 13% | -6% | i | -10% | -1% | -4% | -4%
> CC(OC(=O)c1ccc2ccccc2c1)C(=O)N(C)Cc1ccccc1 (configuration not stated)
  -1.0% | ? | -20% | -26% | i | -32% | ? | -28% | ?
> NNC(=O)c1cncc(Br)c1
  -0.7% | 2% | -1% | -23% | i | 4% | -7% | -2% | -17%
> COC(=O)c1ccc(Cn2c(SCC(=O)NCc3ccccc3)nc3ccccc32)cc1
  4.3% | -1% | -9% | ? | ? | -15% | . | . | .
> O=C(O)c1ccc(N2C(=O)/C(=C\c3ccccc3)N=C2c2ccccc2)cc1
  3.4% | -11% | 18% | 6% | i | -15% | ? | -7% | 3%
> CC1CN(c2nc(-c3ccc(Br)cc3)nnc2-c2ccccc2)CC(C)N1 (configuration not stated)
  6.2% | -7% | -3% | ? | ? | -2% | 11% | 5% | ?
> CCOc1ccccc1OCCCCn1c(-c2ccc(Cl)cc2)nc2ccccc2c1=O
  4.5% | -1% | -1% | -9% | i | -17% | . | . | 15%
> Cc1cc(OCC(=O)NCc2ccncc2)ccc1Cl
  0.6% | -1% | ? | 3% | i | -42% | 7% | 3% | 11%
> COCCCN1CC23C=CC(O2)C(C(=O)O)C3C1=O (configuration not stated)
  -0.5% | 3% | 11% | 6% | i | 8% | 1% | 10% | 6%
> CCOc1ccc(CC(=O)Nc2c(C(=O)c3ccc(F)cc3)oc3ccccc23)cc1OCC
  -0.6% | -2% | -17% | 4% | i | -4% | . | . | -19%
> CCCn1cnc2c(cnn2-c2ccc(F)cc2)c1=O
  4.4% | 10% | 0% | 37% | i | -40% | 2% | -7% | -1%
> O=S(=O)(c1ccc(Cl)c(NC(=S)N/N=C/c2c(F)cccc2F)c1)N1CCOCC1
  14% | -18% | -10% | -9% | i | -10% | ? | -15% | -17%
> CCc1cccc(C)c1Nc1c(-c2cccc(O)c2)nc2nc(C)cc(C)n12
  4.2% | -22% | ? | . | . | -31% | . | . | ?
> CCOc1ccccc1C(=O)N(C)CC(=O)Nc1ccc(OC)cc1
  -0.4% | 4% | 0% | 7% | i | -8% | -6% | 7% | -15%
> CN(C)c1ccc(/C=N\NC(=S)SCN2C(=O)C3CCC(C)(C2=O)C3(C)C)cc1 (configuration not stated)
  8.5% | -3% | 9% | 2% | i | -26% | 7.3µM* | 0% | 1%
> CC(=O)OC1C2CCC1C([N+]1(C)CCCCC1)CC2 (configuration not stated)
  -0.7% | -3% | -5% | -5% | ? | -6% | -6% | -2% | 13%
> Cc1ccccc1C(=O)Nc1ccc(O)c2c(=O)cc(-c3ccccc3Cl)oc12
  5.2% | -2%&2% | -1%&0% | -15% | i | 10%&-12% | 15% | 14% | 0%&2%
> O=C(NCCCCCCCCNC(=O)c1cccc2ccccc12)c1cccc2ccccc12
  -0.7% | -4% | -5% | -22% | i | -12% | 12% | -7% | -18%
> COc1ccc(S(=O)(=O)Cc2ccc(C(=O)NC3CCCCC3)o2)cc1
  0.0%&7.1% | 1%&-3% | -5%&-14% | -12% | i | -1%&-30% | -2% | 5% | 15µM*!
> CCOC(=O)c1c(C)[nH]c(C)c1C(=O)COC(=O)c1ccc(OC)cc1
  8.2% | -3% | 1% | -20% | i | 4% | -44%[inhibitor] | -10% | -12%
> CCOC(=O)c1cnc(SCC(=O)N2CCc3ccccc32)nc1N
  -0.9% | -2% | -4% | 5% | i | -2% | -5% | -2% | ?
> COc1ccc(CCNc2ncnc3c2nnn3C)cc1
  -0.2% | 1% | ? | . | . | -30% | . | . | .
> CCCN(CCC)CCSc1nc(O)c(C(C)C)c(=O)[nH]1
  0.2% | . | -10% | 19% | i | 0% | 0% | 5% | 7%
> CCCC(=O)Nc1ccc2nc(SCCOc3ccccc3)sc2c1
  -0.9% | 7% | 19% | -35% | ? | -8% | . | . | -16%
> CCOc1ccc(-c2n[nH]c(=S)c3ccccc23)cc1
  4.7% | 0% | -5% | -14% | i | 4% | 4% | 1% | -8%
> CCOc1ccc(NC(=O)COC(=O)c2c(OC)cccc2OC)cc1
  -0.5% | -3% | -28% | 14% | i | -14% | 1% | 3% | -10%
> Cc1cccc(N(CC(N)=O)C2SC(=O)NC2=O)c1 (configuration not stated)
  0.5% | -7% | 6% | 1% | ? | 5% | 0% | 12% | 5%
> CCOc1c(C)cc(S(=O)(=O)NCc2cccnc2)c(C)c1C
  -1.2% | -7% | 9% | -9% | i | -3% | ? | -2% | ?
> Cc1ccc(-n2nc3cc(C)c(N)cc3n2)cc1
  1.5% | -4% | -19% | -8% | i | 1% | 18µM* | 2% | ?
> O=c1[nH]cc(N2CCCCCC2)c(=O)[nH]1
  0.4% | -1% | 0% | 3% | i | -41% | ? | 13% | 0%
> CC(=O)N1CC[n+]2c(-c3ccc(Cl)cc3Cl)csc21
  4.5% | -2% | -6% | -14% | i | -14% | 8% | -4% | 5%

Some of these compounds in order of formula weight, low to high:
Values run as follows: Nrf2 activator | A549 tox | TGFb inhibitor | ATXN2 expr inh | S2 tox | HepG2 viability | MCF10A rerep | EPAC2 antagonist | Nrf2 block
> CCOc1ccc(-c2n[nH]c(=S)c3ccccc23)cc1
  4.7% | 0% | -5% | -14% | i | 4% | 4% | 1% | -8%
> CC(=O)N1CC[n+]2c(-c3ccc(Cl)cc3Cl)csc21
  4.5% | -2% | -6% | -14% | i | -14% | 8% | -4% | 5%
> CCOc1ccc(NC(=O)COC(=O)c2c(OC)cccc2OC)cc1
  -0.5% | -3% | -28% | 14% | i | -14% | 1% | 3% | -10%
> CCCC(=O)Nc1ccc2nc(SCCOc3ccccc3)sc2c1
  -0.9% | 7% | 19% | -35% | ? | -8% | . | . | -16%

An excerpt (hit frequency here may not be typical).
